Screening results from PubChem BioAssay.
DENV2 CPE – DENV2-induced cell death inhibition; CPE inhibition, % at 9.99 µM; DENV2-infected cells, cytopathic effect rescue, plate reader; 350,000 compounds, 1.7% hits; in the data active means CPE inhibition above about 20%, passing the limit was not always enough; inconclusive means no clear call, values can overlap the other calls; tested in BHK-21 cells;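 further: 0% = median of neutral control wells and 100% = median of positive control wells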
PAX8 reporter – lowers PAX8-driven luciferase in RMG-I cells. RMG-I TPO-luciferase reporter, SteadyGlo, 24 h. inhibition, % at 12.6 µM. 360,000 compounds, 1.2% hits. AID 652154;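 active means mean replicate inhibition at least 60% with every replicate also reaching 60%; inconclusive means only one of the two criteria is met; inactive means mean below 60% and not all replicates reaching 60%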;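 further: luciferase light reporting Pax8 driven TPO promoter activity; plate controls were median of neutral control wells for no effect and mitoxantrone controls for full effect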
FN deposit inh – fibronectin deposition inhibition; AH1F fibroblasts, Alexa488-fibronectin deposition fluorescence, overnight; inhibition, % at 12.6 µM; 350,000 compounds, 0.086% hits;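 active means mean inhibition across replicates of 30% or more, regardless of how many single replicates reach that level; inconclusive means mean under 30% yet at least half of replicates reach 30%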;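 further: positive control wells lacked labelled fibronectin entirely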
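Assay system: AH1F fibroblasts / Quantity: 10000 cells per well / Medium: DMEM plus 2% serum, read in PBS / Reagent: labelled fibronectin 24 nM / Dosing: single dose, pinned / Times: 1 h cell attachment, overnight exposure to compound and label / Signal: fluorescence, ex 485 nm, em 525 nm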
EWS-Fli inh – EWS/Fli transcriptional activity inhibition | A673 NR0B1-luciferase reporter, viability-normalised | inhibition, % at 12.6 µM | 350,000 compounds, 0.67% hits | AID 651661;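 active means mean inhibition of at least 50% after viability correction, with every replicate also passing that limit; inconclusive means mean reaches 50% but only one of two replicates passes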;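 further: firefly luciferase signal divided by Alamar Blue viability fluorescence both relative to DMSO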
F508del corr – correctors of CFTR F508del function in bronchial epithelial cells | CFBE cells, YFP halide quenching; stimulated with forskolin plus potentiator P3; % fluorescence drop versus neutral controls | AID 720511 | 350,000 compounds, 0.36% hits | activity (quench increase), % at 7.58 µM;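 active means mean added fluorescence quench of at least 8% versus neutral control, with both replicates also reaching 8%; inconclusive means only one of the mean or replicate conditions met; inactive means mean below 8% and not both replicates reaching 8%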;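 further: cells transiently co-express mutant CFTR-F508del with the halide-sensitive YFP; corrector assay measuring rescue of mutant channel to the surface after 24 h compound exposure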
miR-122 sensor – blocks miR-122 activity in Huh7 sensor cells; Huh7 miR-122 Renilla luciferase sensor, 48 h; neutral wells = 0, positive control = 100; activation (reporter increase), % at 12.5 µM; 340,000 compounds, 0.3% hits;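 active means mean replicate activation score at least 90 and every replicate individually at or above 90; inconclusive means only one of the two criteria met; inactive means neither criterion met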;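 further: higher luciferase means less miR-122 activity so hits act as miR-122 inhibitors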
GSIS activator – primary screen for activators of insulin secretion dependent on glucose, INS-1E cells, GLuc reporter luminescence. AID 743287. INS-1E GLuc reporter insulin secretion, 2-3 h. activation, % at 16.6 µM. 370,000 compounds, 0.61% hits;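 active means lowest replicate activation of at least 40%, so every replicate reaches that level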;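 further: 0% = median of neutral control wells and 100% = median of IBMX positive control wells; some compounds called inactive have numbers as strong as hits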
Starred values were filed as active, the others as inactive; ? = inconclusive; nt = not tested or not shown; & = joins results of further samples; [ ] = remark or other dose.

Each structure is followed by: DENV2 CPE | PAX8 reporter | FN deposit inh | EWS-Fli inh | F508del corr | miR-122 sensor | GSIS activator
COC(=O)c1ccc(COC(=O)c2cnccn2)cc1
 : 3 | 4 | 2 | 0 | -1.9 | nt | 0
CO[C@@H](CN(C)Cc1ccc(-c2ccccn2)cc1)[C@H](C)CN(C(=O)Nc1ccc(F)cc1)[C@@H](C)CO
 : -1 | nt | 11 | 6 | 0.5 | nt | -9
COc1ccc(CCNC(=O)c2cccc(S(=O)(=O)N3CCCCCC3)c2)cc1
 : 1 | 9 | 0 | 0 | 6.9 | -7 | nt
CO[C@@H]1CN(C)C(=O)c2cc(NC(=O)Nc3ccc(Cl)cc3)ccc2OC[C@H](C)N(C)C[C@H]1C
 : nt | 5 | -4 | 13 | -0.2 | nt | -14
CCOC(=O)c1ccc2c(c1)n(CC)c(C)[n+]2CC
 : -8 | 3 | nt | 0 | -2.9 | 0 | -5
COC(=O)c1cn(NC(=O)Cn2nc([N+](=O)[O-])c(Br)c2C)c(=O)c2ccccc12
 : 7 | 8 | 2 | -1 | -1.3 | 1 | 8
O=C(C[C@@H]1CC[C@H](NC(=O)Nc2ccc(C(F)(F)F)cc2)[C@H](CO)O1)NCc1cccc(F)c1
 : 4 | 29 | nt | 6 | -0.1 | nt | -16
CC1(C)Oc2ccc3ccc(=O)oc3c2C[C@H]1O
 : nt | -5 | -6 | -4 | 0.5 | -2 | 12
CCc1ccc(/C=C2\CN(CC)Cc3c2nc2ccccc2c3C(=O)O)cc1
 : nt | -15 | 0 | nt | nt | 8 | nt
CCCC(=O)NC(c1cccs1)c1cc([N+](=O)[O-])c2cccnc2c1O (stereo not given)
 : -1 | -3 | 2 | 23 | nt | 6 | 3

The closing 2 entries of the section before are carried over, then new ones follow.
Each structure is followed by: DENV2 CPE | PAX8 reporter | FN deposit inh | EWS-Fli inh | F508del corr | miR-122 sensor | GSIS activator
CCc1ccc(/C=C2\CN(CC)Cc3c2nc2ccccc2c3C(=O)O)cc1
 : nt | -15 | 0 | nt | nt | 8 | nt
CCCC(=O)NC(c1cccs1)c1cc([N+](=O)[O-])c2cccnc2c1O (stereo not given)
 : -1 | -3 | 2 | 23 | nt | 6 | 3
COc1cccc(NC(=O)C(=O)N/N=C/c2cc(C)n(-c3ccc(Cl)c(Cl)c3)c2C)c1
 : 3 | nt | nt | -3 | 0.8 | -10 | 10
CCCCN(CCCC)Cc1cc(=O)oc2cc(C)c(Cl)cc12
 : -6 | 3 | -9 | 3 | -1.5 | 10 | nt
O=C(NCc1cccs1)C(=O)c1cn(CC(=O)N2CCOCC2)c2ccccc12
 : -2 | -7 | 2 | -8 | -0.2 | nt | -3
Cc1ccc(N(Cc2cc3cc(C)ccc3[nH]c2=O)C(=O)c2cccs2)cc1
 : -9 | 27 | 0 | 17 | -1.3 | nt | 11
O=C(/C=C/c1ccccc1)c1c[nH]c2ccccc12
 : 4 | -12 | 4 | -118 | 0.7 | 8 | -3
Cc1nc2cccnc2nc1C
 : 1 | 9 | 4 | -16 | 0.7 | nt | 9
O=C(NC1CC1)C1CCN(S(=O)(=O)c2ccc(Cl)cc2)CC1
 : -2 | -14 | 0 | 3 | 1.6 | 2 | 16
COc1ccc(CN(C)C[C@H]2Oc3c(NS(=O)(=O)c4cn(C)cn4)cccc3C(=O)N([C@H](C)CO)C[C@@H]2C)cc1
 : -15 | -3 | nt | -3 | -1.6 | 15[16.7 µM] | 24
O=C1NC(Cc2ccc(O)cc2)c2nc3ccc(F)cc3c(=O)n2-c2ncccc21 (stereo not given)
 : -1 | 3 | -8 | 4 | -1.0 | -4 | -1
CO[C@@H]1CN(C)C(=O)c2cc(NC(=O)Nc3cccc(Cl)c3)ccc2OC[C@@H](C)NC[C@@H]1C
 : 19 | 7 | -4 | -9 | -0.3 | nt | -15
O=C(NCc1ccccc1)N1CCNCC1
 : -3 | -2 | -1 | 8 | nt | -8 | nt
COc1cc2ccccc2cc1C(=O)N1CCc2ccccc21
 : -4 | 27 | 12 | 6 | 0.8 | 46 | -23
CN(Cc1ccccc1)C(=O)CSc1nc2ccccc2[nH]1
 : -2 | -107 | 0 | -67 | 0.7 | nt | 1
c1ccc(NC2=NCCN2CC2CCCC2)cc1
 : 16 | -2 | -2 | 0 | 1.6 | 1 | 5
O=C(Cc1ccccc1)Nc1cccc(C(=O)O)c1O
 : 2 | -2 | -4 | -5 | -2.0 | nt | 11
Cc1ccc(S(=O)(=O)N[C@@H]2C=C[C@H](CC(=O)O)O[C@H]2CO)cc1
 : -6 | -9 | nt | 11 | -0.7 | nt | -8
CC(C)NC(=O)N1[C@H](CNC(=O)CN(C)C)[C@H](c2ccccc2)[C@@H]1CO
 : -4 | -3 | 11 | -5 | -4.2 | 29[16.7 µM] | 0
COC(=O)[C@]1(Cc2ccccc2)N[C@H](c2ccc(-c3cc(C(C)=O)cs3)cc2)[C@@H]2C(=O)N(C)C(=O)[C@@H]21
 : -2 | 2 | 3 | 7 | 2.5 | -3 | 5
Cc1ccc(Cl)c(Nc2ccccc2C(=O)O)c1Cl
 : ? | -4&-10 | -5&-13&-3 | 1&4 | -2.4&-2.3 | -1&0 | -8
CC(C)(C)NC(=O)COC(=O)c1cc(F)c(F)cc1Cl
 : nt | 2 | 2 | nt | nt | -10 | nt
O=C(NCC(c1cccnc1)N1CCOCC1)c1ccc2c(c1)OCO2 (stereo not given)
 : nt | -19 | -12 | nt | nt | -7 | nt
O=C(OC(C(=O)NC1CCCCC1)c1ccccc1F)c1ccco1 (stereo not given)
 : 8 | -1 | -1 | 0 | -1.0 | 7 | 4
Cc1ccccc1CC1(CO)CCCN(Cc2nc(-c3cccs3)oc2C)C1 (stereo not given)
 : 5 | 13 | 7 | -21 | -2.0 | nt | -11
COc1ccc(NC(=O)NCCN2C(=O)C3C4C=CC(C4)C3C2=O)cc1 (stereo not given)
 : 4 | -110 | 8 | -57 | 0.6 | nt | 8
COc1ccc2c3c([nH]c2c1)[C@@H](CO)N(C(=O)Nc1ccc(F)cc1)CC31CN(S(=O)(=O)c2cccs2)C1
 : 14 | nt | nt | 1 | 2.6 | nt | -10
COC(=O)C1CCCN1C(C(=O)NC1CCCCC1)c1ccc(Cl)cc1 (stereo not given)
 : 5 | -40 | -6 | -8 | 3.0 | -3 | -4
COc1ccc(C(=O)NC2CCCN(Cc3ccccc3F)C2)c(OC)c1OC (stereo not given)
 : 18 | 5 | 3 | 4 | -0.9 | nt | 14
O=C(N[C@@H](Cc1c[nH]c2ccccc12)C(=O)NC1CC1)c1ccccc1Cl
 : nt | -4 | 5 | nt | nt | nt | 12
C=C(C)COc1ccc(-c2[nH]ncc2-c2ccc(OC)cc2)c(O)c1
 : 6 | -17 | 26 | 0 | -3.9 | nt | -57
COc1ccc(/C=N/Nc2nc(-c3cccnc3)nc3ccccc23)c(OC)c1
 : ? | 5 | -8 | -9 | 0.6 | nt | -4
CCCCOc1cccc(-c2nnc(NC(=O)CSc3ccc(C)cc3)s2)c1
 : nt | 11 | 1 | 8 | -1.0 | nt | 14
CC1(C(=O)NS(=O)(=O)c2ccc(Br)cc2)CCN1C(=O)C1CCCCC1 (stereo not given)
 : 5 | -9 | 2 | 1 | -4.1 | 6 | 1
CSc1ccccc1NC(=O)C1=CC(c2ccc(C)cc2)=NS(=O)(=O)N1C
 : -1 | -2 | -11 | -2 | -0.7 | 3 | -7
COc1ccc(S(=O)(=O)N2CCCCCC2)cc1C(=O)NCCOc1ccc(C)cc1
 : -7 | 27 | 0 | 15 | 2.8 | 2 | -53
CC(=O)C12OC(C)(C)OC1CC1C3CCC4=CC(=O)C=CC4(C)C3(F)C(O)CC12C (stereo not given)
 : -6 | 8 | -4 | -3 | 4.0 | 6 | -11
COCC#Cc1ccc2c(c1)O[C@H](CN(C)Cc1ccc(F)cc1)[C@H](C)CN([C@@H](C)CO)S2(=O)=O
 : 0 | nt | -3 | 6 | -0.3 | -9[16.7 µM] | -8
CN1C(=O)c2cc(NC(=O)Cc3cccs3)ccc2OC[C@@H]2O[C@@H](CC(=O)N[C@H]3CCN(Cc4ccccc4)C3)CC[C@@H]21
 : -4 | 4 | -2 | -7 | nt | nt | -2
COc1ccc(C(=O)CSc2nnc(C3CC3)n2N)cc1
 : nt | nt | 3 | nt | nt | -2 | 24
CCCc1cc(C(=O)Nc2ccc(CC)cc2)no1
 : 10 | -133 | -6 | -26 | 3.3 | 0 | 3
CSc1ccc(C(=S)N2CCCCCC2)cc1
 : -1 | -15 | -2 | -21 | 2.0 | 14 | 5
O=C(NN=C1CCCC1)c1[nH]c2ccc(Cl)cc2c1-c1ccccc1
 : -5 | 59 | 6 | ? | 14* | 0 | -10
CC(OC(=O)C1CCN(S(=O)(=O)c2ccccc2C(F)(F)F)CC1)C(=O)N(C)Cc1ccccc1 (stereo not given)
 : 0 | -13 | 2 | 3 | -2.5 | nt | -34
COc1cc(/C=C2\CCCc3c2nc2ccccc2c3C(=O)O)cc([N+](=O)[O-])c1O
 : 10 | 2 | -26 | -3 | -0.1 | nt | -9
O=C(NCCn1cccn1)C1CCC(=O)N(CCc2cccc(F)c2)C1 (stereo not given)
 : 4 | -9 | -1 | nt | -3.4 | -3 | 10
CC1(C(=O)NS(=O)(=O)c2ccccc2Cl)CCN1C(=O)c1ccccc1CCc1ccccc1 (stereo not given)
 : 2 | -1 | -11 | -21 | 2.5 | 22 | 6
C1N2CN3CN1CN(C2)C3
 : -1 | -13 | nt | -1 | -2.0 | -1 | 10
C[C@@H]1CCCCO[C@@H](CN(C)S(=O)(=O)c2ccccc2)[C@H](C)CN([C@@H](C)CO)C(=O)c2cc(NS(=O)(=O)c3ccccc3)ccc2O1
 : 0 | 14 | -5 | -2 | 1.4 | -14[16.7 µM] | -16
CCN(CC)C1CCN(C(=O)c2cc(COc3ccc(-n4cncn4)cc3)on2)C1 (stereo not given)
 : -7 | 17 | 4 | 6 | -2.7 | 5 | 16
Cc1ccccc1NC(=O)CS(=O)(=O)c1cn(CC(=O)N2CCOCC2)c2ccccc12
 : 0 | -14 | 14 | 5 | -1.3 | nt | 4
O=C(NCc1ccccc1Cl)C(=O)NCC1OCCN1S(=O)(=O)c1ccc(F)cc1 (stereo not given)
 : -3 | nt | -2 | 1 | 0.7 | -2 | nt

Remaining list, next part.
Each structure is followed by: DENV2 CPE | PAX8 reporter | FN deposit inh | EWS-Fli inh | F508del corr | miR-122 sensor | GSIS activator
CN(C)c1ccc(C#Cc2ccc3cc(CCCO)oc(=O)c3c2)cc1
 : 78* | -129 | -4 | -20 | 0.6 | -5 | 5
Cc1[nH]c2ccccc2c1/C=C(\C#N)S(=O)(=O)c1ccccc1
 : nt | nt | 9 | nt | nt | 0 | -10
N#C[C@H]1[C@H](c2ccc(C#CCC3CCCC3)cc2)[C@@H](CO)N1C(=O)CN1CCOCC1
 : -1 | 12 | 6 | 8 | 0.7 | nt | -6
CC(C)NC(=O)C1(C)CN(S(C)(=O)=O)CC(=O)N1Cc1ccco1 (stereo not given)
 : 6 | 3 | 10 | -5 | 1.1 | nt | 10
CCN(CC)CCN(C(=O)CCS(=O)(=O)c1ccccc1)c1nc2cc(OC)c(OC)cc2s1
 : 11 | 12 | 2 | 4 | -2.5 | 4 | 1
CC(C)NC(=O)N(C)C[C@H]1Oc2cc(C#Cc3cccc(F)c3)ccc2S(=O)(=O)N([C@@H](C)CO)C[C@@H]1C
 : ? | nt | -5 | 23 | 3.3 | 13[16.7 µM] | -30
COc1ccc(NC(=O)Nc2ccc3c(c2)C(=O)N([C@@H](C)CO)C[C@@H](C)[C@H](CN(C)C)OCCCC[C@H](C)O3)cc1
 : 3 | -32 | nt | -3 | 0.8 | 12[16.7 µM] | 2
